DUSP3 inh: VHR1 (DUSP3) phosphatase inhibition; recombinant VHR phosphatase, colorimetric substrate read-out; inhibition, % at 20 µM; 50,000 compounds, 0.7% hits; in the data active = inhibition above about 60%; note: some results filed as inactive read as strong as hits
Target sequence (P51452 whole entry, looked up): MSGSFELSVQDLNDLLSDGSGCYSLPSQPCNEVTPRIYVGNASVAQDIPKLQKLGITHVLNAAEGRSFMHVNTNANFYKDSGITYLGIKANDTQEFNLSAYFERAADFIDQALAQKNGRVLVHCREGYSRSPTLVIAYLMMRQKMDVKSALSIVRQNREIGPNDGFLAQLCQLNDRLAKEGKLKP
The depositor's hits bear a star.

smiles	DUSP3 inh
C=CCN1C(=O)/C(=C\c2ccc(OC)cc2)SC1=Nc1ccccc1	-14
COC(=O)C1=C(C)N(c2ccc(Cl)cc2)C(=O)/C1=C\c1ccc(O)c(OC)c1	57
Cc1ccc(C23CC4CC(CC(C(=O)Nc5nn[nH]n5)(C4)C2)C3)cc1	-84
CCOc1cc2oc(=O)cc(C)c2cc1CC	-12
COc1ccc(C(=O)NC(c2ccc(OC)cc2)c2ccc(OC)cc2)cc1	-7
CCNC(=O)/C=C/c1cn(-c2ccccc2)nc1-c1ccccc1	-2
Cc1ccc(C(=O)Nc2ccc(Br)cc2)cc1S(=O)(=O)Nc1ccc(Cl)cn1	2
Cc1cccc(-n2c(C)cc(/C=C3/SC(=S)NC3=O)c2C)c1	4
C(=Nn1cnnc1)c1ccc2c(c1)OCO2	-21
COC(=O)c1c(C)oc2ccc(OCC(=O)c3ccccc3)cc12	-9
O=[N+]([O-])c1ccc(-c2ccco2)c(Cl)c1	7
CN(C)c1ccc(C(=O)Nc2ccc(S(N)(=O)=O)cc2)cc1	0
C=CCN1C(=O)/C(=C\c2ccc(-c3cc(Cl)ccc3Cl)o2)SC1=S	0
COc1cc(OC)c(C=C2C(=O)NC(=O)NC2=O)cc1Br	-7
O=C1CC(NCCc2ccc(Cl)cc2)C(=O)N1c1ccc(Cl)cc1 (centres undefined)	3
Oc1ccc(Br)cc1C=Nc1ccc(Cl)c2cccnc12	-4
CC(=O)Nc1ccc2c(c1)C1C=CCC1C(c1ccccc1F)N2 (centres undefined)	48
N=c1n(N)c2ccccc2n1CCO	-5
Cc1ccc(NC(=S)NN2CCN(C)CC2)cc1	15
O=[n+]1cc(-c2ccc(Br)cc2)n([O-])c2c1CCC2	-14
COCCOC(=O)c1c(C)oc2ccc(OCc3cc(C)ccc3C)cc12	-10
Oc1ccccc1C1OCC2(CO1)COC(c1ccccc1O)OC2 (centres undefined)	4
Cc1ccc(NC(=O)n2ccc(C(=O)N3CCOCC3)n2)cc1	-1
CCn1c(O)c(C=Nc2ccccc2)sc1=S	3
COc1ccc(C2CC(=O)C3=C(C2)Nc2ccccc2NC3c2cc3c(cc2Cl)OCO3)cc1 (centres undefined)	-17
O=C1C(=O)N(c2nc3ccccc3s2)C(c2ccccc2F)/C1=C(/O)c1ccccc1 (centres undefined)	2
COc1ccc(CCN2C(=O)CSC2c2cccc([N+](=O)[O-])c2)cc1OC (centres undefined)	-12
O=C(Nc1ccc(NC(=O)c2cccnc2)cc1)c1ccc(NC(=O)c2cccnc2)cc1	-10
Cc1c(Cl)cccc1-c1ccc(C(=O)Nc2nccs2)o1	-14
O=C1c2cccc3cccc(c23)C(=O)N1CCS(=O)(=O)OCC(F)(F)F	-8
O=C(NN1C(=O)/C(=C/c2ccc(Cl)cc2)SC1=S)c1cccc(O)c1	-5
Cc1ccc(C)c(NC(=S)Nc2ccc(F)cc2)c1	-4
CC(C)(C)C1(C)OC(O)(C(F)(F)F)CC1=O (centres undefined)	-10
O=S(=O)(c1ccc(I)cc1)N1CCCC1	-11
Cc1ccccc1NC(=O)c1c(NC(=O)c2ccccc2C)sc2c1CCCCC2	-16
Cc1cc(C)cc(N2C(=O)NC(=O)/C(=C\c3c(F)cccc3Cl)C2=O)c1	63
CCCOc1ccc(/C=C/C(=O)Nc2ccc(S(=O)(=O)Nc3ncccn3)cc2)cc1OC	4
COc1cc(/C=C2\SC(=S)N(NC(=O)c3ccccc3)C2=O)cc(OC)c1OC	18
Clc1ccccc1CN1CCN(N=Cc2cccs2)CC1	-8
COC(=O)C1=C(C(=O)OC)SC(=C2C(=S)C(C)(C)N(C(=O)c3cccc(F)c3)c3c(OC)cccc32)S1	12
CCCOc1ccc(C(=O)Nc2c(C)cc(Br)cc2C)cc1	-1
C=CCNC(=O)CN(c1ccc(OC)cc1OC)S(=O)(=O)c1ccc(C)cc1	-4
Brc1ccc(/C=N/c2nc3c(s2)CCCC3)cc1	-4
Cc1ccc(OCC(=O)Nc2cc(Cl)cc(Cl)c2)cc1	-21
O=C(CCSCc1ccc([N+](=O)[O-])cc1)OCC(=O)c1ccccc1	-31
CCCc1c(C)nc2ccc(Br)cc2c1SCC(=O)O	8
O=C1CCCc2c1[nH]c1ccc(Br)cc21	-11
COc1ccc(N(CC(=O)Nc2cc(OC)ccc2OC)S(=O)(=O)c2ccc(OC)c(OC)c2)cc1	8
COC(=O)CN(c1ccc(OC)cc1)S(=O)(=O)c1ccccc1	-12
COc1ccc(/C=C2\SC(=S)N(NC(=O)c3ccncc3)C2=O)cc1OC	-4
CCOC(=O)C(C)P(=O)(c1ccccc1)c1ccccc1 (centres undefined)	3
CCN(C(=O)c1ccccc1F)c1ccccc1	-12
C=CCc1ccccc1OCCOc1ccc(/C=N/n2cnnc2)cc1OC	21
Cn1c(-c2ccccn2)nc2ccccc21	0
COc1cccc(NC(=O)c2ccccc2C(F)(F)F)c1	-3
CNC(=S)NC12CC3CC(CC(C3)C1)C2	-27

Later entries:
smiles	DUSP3 inh
O=C(c1nn2c(c1Br)NC(c1cccs1)CC2C(F)(F)F)N(Cc1ccccc1)Cc1ccccc1 (centres undefined)	-3
C=C(C)CSc1nc2sc3c(c2c(=O)n1CC(=C)C)CC(C)(C)OC3	0
Cc1ccc(Nc2nc3nonc3nc2N)c(C)c1	-13
COc1ccc(CN2CCN(Cc3cccc([N+](=O)[O-])c3)CC2)cc1Br	11
Cc1ccc(S(=O)(=O)NCCSCc2ccc(Br)cc2)cc1	9
COc1ccc(NC(=O)c2cccc(F)c2)cc1	-4
CCOc1ccc(N(CC(=O)Nc2ccc(Cl)cc2C)S(C)(=O)=O)cc1	6
CN1C(=O)C(=Cc2ccc(-c3cc(Cl)ccc3Cl)o2)C(=O)N(C)C1=O	-5

3 entries drawn at random from the list so far:
smiles	DUSP3 inh
Cc1ccc(Nc2nc3nonc3nc2N)c(C)c1	-13
COc1ccc(NC(=O)c2cccc(F)c2)cc1	-4
Cc1ccc(S(=O)(=O)NCCSCc2ccc(Br)cc2)cc1	9

New compounds follow:
smiles	DUSP3 inh
Cc1nonc1N=Cc1cc(I)cc(I)c1O	2
O=C(Nc1ccc(-c2nc3ccccc3c(=O)o2)cc1)c1cccc([N+](=O)[O-])c1	-11
O=C(CSc1nnnn1-c1ccccc1)NC1CCCC1	8
CCO/C(C)=C1\C(=O)Nc2ccccc21	3
CCOC(=O)c1sc(NC(=O)c2c(-c3ccccc3)noc2C)c(C(=O)OCC)c1C	21
O=C(/C=C/Nc1ccc(Cl)c([N+](=O)[O-])c1)c1ccccc1	-15
COC(=O)c1cc(C(=O)N2CCCC(C)C2)cc([N+](=O)[O-])c1 (centres undefined)	-108
COC(=O)c1c(NC(=O)CCN2C(=O)c3ccccc3C2=O)sc2c1C(C(=O)OC)CC2 (centres undefined)	1
Cc1cc(C=C2C(=O)NC(=O)NC2=O)c(C)n1-c1ccc(N(C)C)cc1	2
CCOc1ccccc1NC(=O)c1ccc(I)cc1	-14
CCOC(=O)C1=C(C)N=c2s/c(=C\c3ccc4c(c3)OCO4)c(=O)n2C1c1ccc(OC(C)=O)cc1 (centres undefined)	-11
O=[N+]([O-])c1cccc(C2=Nc3ccccc3NC(c3ccccc3)C2)c1 (centres undefined)	109
C=CCC1(C#N)C(=S)NC2=C(C(=O)CC(C)(C)C2)C1c1ccc(Br)cc1 (centres undefined)	-5
Cc1cc(C)c(C=C2C(=O)c3ccccc3C2=O)cc1C	0
Cc1csc(NC(=O)c2ccco2)n1	6
CC(C)(C)NC(=O)c1ccc(-c2ccc(Br)cc2)o1	-4
O=C1CC(c2ccc(F)c(F)c2)c2cc(Br)c3ccccc3c2N1 (centres undefined)	6
O=C1NC(=O)N(c2ccc(Br)cc2)C(=O)/C1=C/c1ccco1	3
Cc1cc(N2C(=O)NC(=O)/C(=C\c3ccc(C(=O)O)cc3)C2=O)ccc1Br	21
COc1ccc(N2C(=O)/C(=C/c3ccc(-c4ccc(C(=O)O)cc4)o3)C(=O)NC2=S)cc1	32
CC1CCN(C(=O)CSCc2cccc(Br)c2)CC1	-11
CC(C)(C)c1cc(Br)ccc1OCC(=O)Nc1ccccc1C(N)=O	-9
Oc1ccc(Cl)cc1-c1cc(-c2ccccc2)n[nH]1	-24
NC(=O)c1ccccc1NC(=O)c1cccc(Cl)c1	-7
COCc1ccccc1P(=O)(c1ccccc1)c1ccccc1	-1
COc1ccc(CN(CCC(c2ccccc2)C2CCOC(C)(C)C2)C(C)=O)cc1 (centres undefined)	27
Cc1cccc(/C(N)=N/OC(=O)c2ccc(I)cc2)c1	-10
NS(=O)(=O)c1ccc(NC(=O)CCN2C(=O)S/C(=C\c3ccc(Cl)cc3)C2=O)cc1	5
O=c1oc2ccccc2c2c1C(c1ccccc1)c1c(c3ccccc3oc1=O)O2	-20
O=C(/C=C/c1ccc(OCc2ccccc2)cc1)c1ccc(Cl)cc1	-13
Cc1ccc(-n2ncnc2-c2ccc(Cl)cc2)cc1Cl	-5
CC1CC(N(C(=O)c2ccco2)c2ccccc2)c2ccccc2N1 (centres undefined)	13
C=C(C)C(=O)Nc1cccc(C(=O)NCC(C)C)c1	-10
C=C(C)Cn1c(COc2cccc(C)c2)n[nH]c1=S	-9
CCc1ccc(N2N=C(C)/C(=C\c3cc(Br)c(O)c(OC)c3)C2=O)cc1	2
CC1=C(C(=O)OCC(Cl)(Cl)Cl)C(c2ccccc2F)NC(=O)N1 (centres undefined)	-19
O=C(Nc1ccc(-c2nc3ccccc3s2)c(O)c1)c1ccncc1	0
CCN(CC)c1ccc(C2NC(=O)NC(C)=C2C(=O)OCCOc2ccccc2)cc1 (centres undefined)	-22
Cc1cccc(-n2c(/C=C\c3ccc(Cl)cc3)nc3ccccc3c2=O)c1	-20
O=C(NCCN1CCOCC1)c1cnn2c(C(F)(F)F)cc(-c3ccc(Br)cc3)nc12	-18

In another format: 4 of the compounds above.
CC1=C(C(=O)OCC(Cl)(Cl)Cl)C(c2ccccc2F)NC(=O)N1 (centres undefined)
- DUSP3 inh: -19

O=C(NCCN1CCOCC1)c1cnn2c(C(F)(F)F)cc(-c3ccc(Br)cc3)nc12
- DUSP3 inh: -18

Cc1cccc(-n2c(/C=C\c3ccc(Cl)cc3)nc3ccccc3c2=O)c1
- DUSP3 inh: -20

CCc1ccc(N2N=C(C)/C(=C\c3cc(Br)c(O)c(OC)c3)C2=O)cc1
- DUSP3 inh: 2

Additional compounds
smiles	DUSP3 inh
O=C1c2ccccc2C(=O)c2c1cccc2N1CCN(CCO)CC1	-19
C/C(=N\NC(=O)c1cc(C)[nH]n1)c1ccc(Cl)cc1	-10
COc1ccc(/C=C2\SC(=S)N(C(C)C)C2=O)cc1	0
CC(NS(=O)(=O)c1ccc2c(c1)OCCO2)C(=O)O (centres undefined)	13
Cc1ccc(OCC(=O)N/N=C\c2ccc(C)cc2O)cc1	-34
CCc1ccc(-n2c(C)cc(/C=C(/C#N)C(=O)N3CCOCC3)c2C)cc1	-5
COC1(/C(=C/C(=O)c2ccc(C)cc2)Nc2ccccc2)CCCCC1	-1
COc1ccc(/C(=N/O)C(C)(C)NO)cc1	2
O=C(COc1ccccc1)Nc1ccc(Br)cn1	0
CCN(CC)CCNC(=O)c1ccccc1C(=O)c1ncc[nH]1	-2
c1ccc(CCc2nc(-c3cccnc3)no2)cc1	-26
Cc1ccc(N2C(=O)CC(NCc3cccc(Cl)c3)C2=O)cc1 (centres undefined)	-13
CC(C)(C)N=C1c2nn(Cc3ccccc3)nc2C(=NC(C)(C)C)c2nn(Cc3ccccc3)nc21	-5
COc1ccc(CN=Cc2c(O)n(-c3ccc(OC)cc3)c(=O)[nH]c2=O)cc1	-3
COc1ccc(OC)c(/C=N/NC(=O)C(=O)Nc2ccc(OC)cc2OC)c1	-79
O=C(/C=C/c1ccccc1)NC(=S)Nc1nc(-c2ccccc2)cs1	-11
CCCN(CCC)C(=O)c1cccc(Cl)c1	-2
CCOc1ccc(C(=O)Nc2ccc(OC)cc2)cc1[N+](=O)[O-]	16
Cc1cc(C)c(C(=O)C(C)N)c(C)c1 (centres undefined)	-36
O=C(O)CCCCCN1C(=O)C(=O)/C(=C(/O)c2ccc([N+](=O)[O-])cc2)C1c1ccccc1 (centres undefined)	-1
C=CCN1C(=O)C(Cc2ccccc2)S/C1=N/N=C/c1ccccc1 (centres undefined)	-28
CC(NC(=O)C(=O)NC(C)C1COc2ccccc2O1)C1COc2ccccc2O1 (centres undefined)	-5
Cc1cc(C)c(OCCN2CCOCC2)c(Cl)c1	-2
CCCCOCCNC(=O)c1ccc(I)cc1	0
CCOC(=O)c1c(NC(=O)/C=C\C(=O)O)sc2c1CCC(CC)C2 (centres undefined)	-15
CC(=O)NC1=NC(=O)/C(=C\c2ccc(N(C)C)cc2)S1	-5
COc1ccc(CNC(=O)Cn2nc(C)c([N+](=O)[O-])c2C)cc1	-36
O=C(Nc1cccc(C(=O)Nc2cccc(Cl)c2)c1)c1ccc(F)cc1	-12
COc1ccc(-c2nn(-c3ccccc3)cc2/C=c2\sc3nc(-c4ccc(Cl)cc4)nn3c2=O)cc1	1

Among those listed so far, these have an aryl thioether with sulfur outside any ring.
smiles	DUSP3 inh
CCCc1c(C)nc2ccc(Br)cc2c1SCC(=O)O	8
C=C(C)CSc1nc2sc3c(c2c(=O)n1CC(=C)C)CC(C)(C)OC3	0
O=C(CSc1nnnn1-c1ccccc1)NC1CCCC1	8

Only part of the results is shown; rates above refer to the full screens.
